Screening data as filed in PubChem.
KCNH2 WT inh: blocks the wildtype human KCNH2 potassium channel. activity change, % at 1.84 µM. U2OS, BacMam KCNH2, thallium flux FluxOr; hits give low values. Q12809. 0.37% of 340,000 active;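 active means maximum activity change below -70%; inconclusive means maximum activity change between -70% and -50%; inactive means maximum activity change above -50%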
Target sequence (Q12809 whole entry, looked up): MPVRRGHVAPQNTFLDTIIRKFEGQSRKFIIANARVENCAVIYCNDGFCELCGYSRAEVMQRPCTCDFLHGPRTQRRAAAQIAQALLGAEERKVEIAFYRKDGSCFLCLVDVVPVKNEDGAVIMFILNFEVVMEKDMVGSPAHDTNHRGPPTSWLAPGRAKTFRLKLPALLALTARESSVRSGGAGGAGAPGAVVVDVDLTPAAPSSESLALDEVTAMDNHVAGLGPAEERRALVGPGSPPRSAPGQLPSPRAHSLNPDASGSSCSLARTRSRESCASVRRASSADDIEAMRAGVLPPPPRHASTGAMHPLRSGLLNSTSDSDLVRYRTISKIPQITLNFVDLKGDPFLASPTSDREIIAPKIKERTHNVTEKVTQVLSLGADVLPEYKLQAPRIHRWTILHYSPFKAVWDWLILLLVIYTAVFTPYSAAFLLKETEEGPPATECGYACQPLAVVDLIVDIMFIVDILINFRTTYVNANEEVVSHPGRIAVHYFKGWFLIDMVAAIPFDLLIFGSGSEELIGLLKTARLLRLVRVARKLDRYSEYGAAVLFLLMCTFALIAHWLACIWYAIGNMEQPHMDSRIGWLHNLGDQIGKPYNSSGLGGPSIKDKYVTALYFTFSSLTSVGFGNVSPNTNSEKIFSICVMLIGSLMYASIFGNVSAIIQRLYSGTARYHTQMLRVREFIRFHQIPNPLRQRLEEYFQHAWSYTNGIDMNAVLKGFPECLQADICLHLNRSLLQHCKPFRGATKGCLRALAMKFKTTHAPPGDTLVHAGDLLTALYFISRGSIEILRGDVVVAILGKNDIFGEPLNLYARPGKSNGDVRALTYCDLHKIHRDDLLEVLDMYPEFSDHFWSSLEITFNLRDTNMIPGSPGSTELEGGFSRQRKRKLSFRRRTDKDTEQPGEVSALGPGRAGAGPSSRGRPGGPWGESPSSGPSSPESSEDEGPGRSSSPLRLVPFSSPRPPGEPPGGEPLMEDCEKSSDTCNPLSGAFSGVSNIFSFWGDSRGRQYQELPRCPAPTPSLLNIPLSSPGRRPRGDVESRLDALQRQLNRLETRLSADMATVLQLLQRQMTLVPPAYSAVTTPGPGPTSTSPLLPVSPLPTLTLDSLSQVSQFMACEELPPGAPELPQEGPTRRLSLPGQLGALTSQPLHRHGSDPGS
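U2OS cells transduced with wild-type KCNH2 virus are loaded with FluxOr dye for 45 min, and thallium flux is measured in kinetic reads before and after stimulation buffer. Rate constants are normalized to DMSO controls.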
Starred values were filed as active, the others as inactive; ? = inconclusive. On the % scale 0 is the no-effect control and ±100 the full control effect. A portion of the library, so the mix of outcomes need not match the whole.

SMILES	KCNH2 WT inh
COc1cccc(C(=O)c2ccncc2C(=O)O)c1OC	-13
CN(C)S(=O)(=O)c1cccc(NC(=O)C2CCCN(C(=O)c3ccc(Cl)cc3)C2)c1 (stereo not given)	0
CC(C)(C)NC(=O)CN1C(=O)c2cccc3cccc1c23	-3
Cc1ccc2c(C)c(C(=O)N3CCC(C(N)=O)(N4CCCCC4)CC3)oc2c1C	-10
CC1=C(C(=O)N(C)C)CC(CC(=O)NCc2cccc3ccccc23)C(=O)N1Cc1ccccc1 (stereo not given)	0
O=C1C=C(C#Cc2ccccc2)C[C@@H](c2ccc(F)cc2)C1	1
O=C(CCc1nnc(Cc2c[nH]c3ccccc23)o1)NCCC1CCCCO1 (stereo not given)	-12
C[C@@H]1CN([C@H](C)CO)C(=O)CCCn2nncc2CO[C@H]1CN(C)S(=O)(=O)c1ccc(Oc2ccccc2)nc1	27
COc1ccc(C(=O)OCc2ccccc2C#N)cc1S(=O)(=O)N1CCOCC1	-7
C[C@@H]1CCCCO[C@H](CN(C)S(=O)(=O)c2cccs2)[C@@H](C)CN([C@H](C)CO)C(=O)c2cc(NC(=O)Nc3ccc4c(c3)OCO4)ccc2O1	-21
O=C1CCC(C(=O)N2CCN(c3cnccn3)CC2)CN1CCc1ccccc1 (stereo not given)	-9
CCOC(=O)C(C#N)C(=N)C1C(=O)OC2CCCCC21 (stereo not given)	-8
CN(C)c1ccc(Sc2ccc3nc(N)nc(N)c3c2)cc1	8
COC(=O)C1=C(C)NC(C)=C(C(=O)OC)C1C(=O)OCC(=O)NC1CCCCC1C (stereo not given)	0
C[C@@H]1CN([C@@H](C)CO)C(=O)CCCn2nncc2CO[C@@H]1CN(C)C(=O)C1CCCCC1	2
CC1=C(C(=O)N2CCOCC2)CC(CC(=O)NCc2cccs2)C(=O)N1CCC1=CCCCC1 (stereo not given)	6
O=S1(=O)CCN(CCCc2ccccc2)CC1	-3
CC(C)(C)S(=O)(=O)N1C[C@H]2CC/C=C\C/C=C\2[C@@H]1CCO	-3
C[C@@H]1CCCCO[C@H](CN(C)S(=O)(=O)c2cccs2)[C@H](C)CN([C@@H](C)CO)C(=O)c2cc(NC(=O)NC3CCCCC3)ccc2O1	-9
Cn1nnc(NC(=S)NC(=O)c2ccc3ccccc3c2)n1	-17
Sc1ccccc1N=Cc1cccs1	10
CCN1CCC[C@H]1CNCCCn1cnc2c(SC)ncnc21	-2
CC(=O)Nc1ccc(S(=O)(=O)NN=c2sc3ccccc3n2C)cc1N	7
O=C(CCN1C(=O)/C(=C\c2ccccc2F)SC1=S)N1CCOCC1	-2
CCCCCCN1C[C@H](O)[C@@H](n2cc(COC(=O)c3ccccc3)nn2)C[C@@H]1c1ccc(C)cc1	2
CCn1nnnc1-c1ccc(OC)c(S(=O)(=O)Nc2ccccc2OC)c1	-78*
Cc1c(NC(=O)c2nn(C(C)C)c(=O)c3ccccc23)c(=O)n(-c2ccccc2)n1C	-8
COc1ccc(CN(C)CCCn2cnc3c(SC)ncnc32)cc1OC	-4
O=C(NCc1ccc(F)cc1)C1CCCN1S(=O)(=O)c1ccc(F)cc1 (stereo not given)	4
C[C@@H]1CN([C@@H](C)CO)C(=O)c2cc(NC(=O)C3CCCCC3)ccc2O[C@@H](C)CCCCO[C@@H]1CN(C)C(=O)CCCN(C)C	-23
Cc1ccc(S(=O)(=O)N2C[C@H]3n4c(=O)ccc(=O)n4C[C@H](OC(=O)NC4CCCC4)[C@@]3(O)C2)cc1	0
CN(C(=O)C(C)(C)C)[C@H]1C[C@H]2c3[nH]c4ccccc4c3CCN2C(=O)[C@H]1CO	10
COCCNC(=O)c1ccc(N2CC3CC(C2)c2cccc(=O)n2C3)c(NC(=O)c2ccccc2Br)c1 (stereo not given)	-13
CC(=O)N1C[C@H]2CON(C)[C@H]2C[C@H]1c1ccc(-c2ccccc2)cc1	-32
CC1(C)Cc2cccc(OCC(=O)OCC(=O)Nc3ccc(S(N)(=O)=O)cc3)c2O1	6
CCn1c(=O)c2[nH]c(Cl)nc2n(CC)c1=O	-48
O=C(O)C1CCN(S(=O)(=O)c2ccc3[nH]ccc3c2)CC1	4
Cc1cc(N2C(=O)C(O)=C(C(=O)c3ccc(C)o3)C2c2cccc(Cl)c2)no1 (stereo not given)	1
CCn1c(C)nnc1SCC(=O)Nc1ccc(OC)cc1	-9
NC(CSC(c1ccccc1)(c1ccccc1)c1ccc2c(c1)OCO2)C(=O)O (stereo not given)	3

Structures from the list above with a tert-butyl group:
SMILES	KCNH2 WT inh
CC(C)(C)NC(=O)CN1C(=O)c2cccc3cccc1c23	-3
CC(C)(C)S(=O)(=O)N1C[C@H]2CC/C=C\C/C=C\2[C@@H]1CCO	-3
CN(C(=O)C(C)(C)C)[C@H]1C[C@H]2c3[nH]c4ccccc4c3CCN2C(=O)[C@H]1CO	10

A draw from above in order of length of the SMILES, low to high:
SMILES	KCNH2 WT inh
CCn1c(C)nnc1SCC(=O)Nc1ccc(OC)cc1	-9
O=C(CCN1C(=O)/C(=C\c2ccccc2F)SC1=S)N1CCOCC1	-2
CC(=O)Nc1ccc(S(=O)(=O)NN=c2sc3ccccc3n2C)cc1N	7

(list continues)
SMILES	KCNH2 WT inh
COc1ccc(COC(=O)CCCN=C2NS(=O)(=O)c3ccccc32)cc1F	5
C[C@@H]1CN([C@@H](C)CO)C(=O)CCCn2nncc2CO[C@@H]1CN(C)C(=O)Nc1ccccc1C(F)(F)F	9
CCOC(=O)C1(c2ccccc2)SC(C(=O)OCC)(c2ccccc2)S1 (stereo not given)	10
Cc1cc2c(Nc3ccccc3O)ncnc2s1	-3
C[C@H]1CN([C@@H](C)CO)C(=O)CCCn2cc(nn2)CO[C@@H]1CN(C)S(=O)(=O)c1ccc2c(c1)OCCCO2	-3
Cc1ccn(CCC(=O)N2CCCC(N3CCN(c4ccccc4C)CC3)C2)n1 (stereo not given)	18
O=S(=O)(NN=C(c1ccccc1)c1ccccc1)c1ccccc1	-5
CCN(CC)C(=O)C1=C(C)N(Cc2ccccc2)C(=O)C(CC(=O)NCCc2ccccn2)C1 (stereo not given)	0
COC(=O)C[C@H]1C[C@@H]2c3cc(NS(=O)(=O)c4ccc(OC)cc4)ccc3O[C@@H]2[C@H](CO)O1	11
CCOC(=O)c1cc(Cl)c2c(ccc3ccccc32)n1	4
O=C(COc1ccc(F)c(Cl)c1)NC(=O)NC1CCCC1	-12
O=C1CCC(C(=O)N2CCN(c3ccccc3)CC2)CN1Cc1ccc(Cl)cc1 (stereo not given)	2
CCc1ccc(CN2CCC(Oc3cc(C(=O)NC4CC4)ccc3OC)CC2)cc1	-108*
Cc1ccc(C(=O)N2CCCc3ccccc32)c(Cl)c1	-2
CCn1ncc(CN2CCC(n3nccc3NC(=O)c3ccccc3Cl)CC2)c1C	63
O=C(NNc1ccccc1)OCc1ccccc1	-3
COc1ccccc1N1CCN(C(=O)c2cc(-c3ccccc3)nc3c2cnn3C(C)C)CC1	-2
CCCCCCn1c(SCC(=O)NC2CCS(=O)(=O)C2)nc2ccccc2c1=O (stereo not given)	30
CCCC1NC(=O)c2cccnc2-n2c1nc1ccc(Br)cc1c2=O (stereo not given)	-2
N#Cc1cnn2c(=O)[nH]cnc12	-7

Random excerpt: three entries already listed, in no set order.
SMILES	KCNH2 WT inh
CCOC(=O)c1cc(Cl)c2c(ccc3ccccc32)n1	4
NC(CSC(c1ccccc1)(c1ccccc1)c1ccc2c(c1)OCO2)C(=O)O (stereo not given)	3
CCn1c(=O)c2[nH]c(Cl)nc2n(CC)c1=O	-48

Further entries follow:
SMILES	KCNH2 WT inh
COCCn1c(=S)[nH]c2cc(C(=O)NCc3ccc(F)cc3)ccc2c1=O	9
O=C(Nc1cnns1)Oc1ccccc1	-13
COC(=O)C(Cc1c[nH]c2ccccc12)NC(=O)CCNC(=O)c1ccco1 (stereo not given)	0
O=C(C[C@H]1C[C@H]2c3cc(NS(=O)(=O)c4ccc(F)cc4)ccc3O[C@H]2[C@H](CO)O1)NCc1cc(F)ccc1F	6
C[C@@H]1CN([C@H](C)CO)C(=O)CCCn2nncc2CO[C@@H]1CN(C)S(=O)(=O)c1ccccc1F	20
CCN(CC)CCNc1cccc2sc3ccccc3c(=O)c12	34
COCC(C)n1c(SCC(=O)NC2CCCCC2)nc2ccccc2c1=O (stereo not given)	-7
C[C@H](O)[C@@H]1C(=O)N2CCc3c([nH]c4ccccc34)[C@@H]2C[C@@H]1N(C)S(=O)(=O)c1ccccc1	3
Cc1ccc2c(c1)=N/C(=N\c1[nH]c(O)c3ccccc13)N=2	1
Cc1ccccc1OCc1nnc(SC(C)C(=O)O)n1-c1ccccc1 (stereo not given)	0
CCc1ccc(NC(=O)c2ccc3c(c2)CCN3S(C)(=O)=O)cc1	6
COC(=O)c1ccccc1NC(=O)CSc1nc2ccsc2c(=O)n1CCCCC(=O)O	1
COc1ccc([C@H]2C[C@@H](O)[C@H](n3cc(C4CC4)nn3)CN2Cc2cccs2)cc1	9
Cc1ccc2nc3n(c(=O)c2c1)-c1ncccc1C(=O)NC3Cc1ccc(O)cc1 (stereo not given)	-5
O=C(NCc1ccccc1Cl)C1CCN(C(=O)c2ccc(F)cc2)CC1	32
CCCCN1C(=O)C(CC(=O)NC2CC2)CC(C(=O)N(CC)CC)=C1C (stereo not given)	-1
O=C(O)Cc1ccc(NC(=O)c2ccc3c(c2)C(=O)N(Cc2ccccc2)C3=O)cc1	-14
COc1cc2c(cc1OC)CN(C(=O)c1cc(COc3ccccc3SC)on1)CC2	13
Cc1ccc(S(=O)(=O)N2C[C@@H](C)[C@]3(C2)[C@H](O)[C@H](OC(=O)NCc2ccco2)C[C@H]2C(=O)N(c4ccccc4)C(=O)[C@H]23)cc1	2
Cc1ccc(C(=O)OCC(=O)N2CCC(C)CC2)cc1S(=O)(=O)N1CCOCC1	-10
O=C1[C@H]2[C@@H](c3ccccc3)N[C@]3(CCCN(Cc4ccc(Cl)cc4)C3=O)[C@H]2C(=O)N1Cc1ccccc1	2
Cc1ccc(N2CC(C(=O)Nc3cccc(S(=O)(=O)N4CCOCC4)c3)CC2=O)cc1 (stereo not given)	-3
COc1ccc([C@H]2C[C@H](O)[C@@H](n3cc(-c4ccc(F)cc4)nn3)CN2C(=O)C2CCCCC2)cc1	12
C[C@H](O)CNC(=O)c1[nH]cnc1C(=O)Nc1cccc(Cl)c1	-8
C[C@@H]1CN([C@@H](C)CO)C(=O)CCCn2cc(nn2)CO[C@H]1CN(C)S(=O)(=O)c1ccccc1	4
COc1ccc(NC(=O)C[C@@H]2C(=O)N(c3ccc(OC)cc3)CC2(C)C)cc1	-20
CCN(CC(=O)Nc1c(F)cccc1F)C(=O)c1c(-c2ccccc2Cl)noc1C	-1
C=CCn1c2ccccc2c2nnc(SCC(=O)OC)nc21	-13
NC(=O)CSc1nnc(-c2cccc(S(=O)(=O)N3CCOCC3)c2)o1	21
C[C@H]1CN([C@@H](C)CO)C(=O)CCCn2nncc2CO[C@H]1CN(C)S(=O)(=O)c1cccc(C#N)c1	-1
Cc1n[nH]c2ccc(Br)cc2c1=O	-4
Cc1ccc(S(=O)(=O)N(C)CC(=O)N(C)Cc2cccs2)cc1	20
CC1CCN(C(=O)c2ccc3c(c2)C(=O)c2ccccc2-3)CC1	-5
CCc1ccc(-c2ccc(SCC(=O)NC3CCCC3)nn2)cc1	?
Cc1ccc(CN2CC(C(=O)Nc3nc(C)cs3)CC2=O)cc1 (stereo not given)	-22
CC(C)NC(=O)N(C)C[C@H]1Oc2ncc(Br)cc2C(=O)N([C@H](C)CO)C[C@@H]1C	1
CCOc1cc(/C=N/NC(=O)c2c(C)nc3ccc(Cl)cn23)ccc1O	-18
C[C@H](CO)N1C[C@H](C)[C@@H](CN(C)C(=O)OCc2ccccc2)OCc2cn(nn2)CCCC1=O	-6
Cc1cccc(N=Cc2ccccc2O)c1C	2
Cc1cc(=O)n2nc(N3CCCC(C(=O)NCCCN4C(C)CCCC4C)C3)sc2n1 (stereo not given)	5

Structures from the list above with bromine (four):
SMILES	KCNH2 WT inh
COCCNC(=O)c1ccc(N2CC3CC(C2)c2cccc(=O)n2C3)c(NC(=O)c2ccccc2Br)c1 (stereo not given)	-13
CCCC1NC(=O)c2cccnc2-n2c1nc1ccc(Br)cc1c2=O (stereo not given)	-2
Cc1n[nH]c2ccc(Br)cc2c1=O	-4
CC(C)NC(=O)N(C)C[C@H]1Oc2ncc(Br)cc2C(=O)N([C@H](C)CO)C[C@@H]1C	1

(listing goes on)
SMILES	KCNH2 WT inh
C1=CCN(c2nc(N3CCOCC3)nc(N3CCCc4ccccc43)n2)CC1	-3
Cc1cccnc1NC(=O)Nc1cccc(F)c1	-4
O=C(Nc1nccs1)c1cnc2sccn2c1=O	4
C[C@@H]1CN([C@H](C)CO)C(=O)CCCn2cc(nn2)CO[C@H]1CN(C)C(=O)Nc1cccc(Oc2ccccn2)c1	5
CCN(CC)c1nc(C=Cc2ccc(N(C)C)cc2)c2nccnc2n1	-107*
Cc1ccsc1C(=O)OCC(=O)NC1CCCCC1	6
Cc1cn([C@H]2C[C@H](O)[C@@H](CNC(=O)[C@@H]3C[C@H](F)CN3)O2)c(=O)[nH]c1=O	6
C[C@H]1CN([C@@H](C)CO)C(=O)CCCn2nncc2CO[C@@H]1CN(C)Cc1ccccc1C(F)(F)F	-14
CCOC(=O)/C=C/C(=O)Nc1ccc(S(=O)(=O)Nc2cc(OC)nc(OC)n2)cc1	3
C[C@@H]1CN([C@H](C)CO)C(=O)CCCn2nncc2CO[C@H]1CN(C)C(=O)c1ccc2ccn(C)c2c1	0
CN(Cc1ccccc1)C(=O)CN1C(=O)NC2(CCCc3sccc32)C1=O (stereo not given)	-7
Cc1ccc(S(=O)(=O)N=N/C=C2\C=CC=CN2O)cc1	-3
